# TNAP activators: human TNAP enzyme activators, primary screen, biochemical, luminescent, no phosphate acceptor, uHTS (AID 1001); Alkaline phosphatase, tissue-nonspecific isozyme (Homo sapiens); purified TNAP, luminescent activation assay, no phosphate acceptor; higher activation fold means a stronger effect; one-dose activation fold at 20 µM; EC50 in µM for titrated hits; 200,000 compounds, 0.03% hits; in the data active means activation fold from about 3, or a potency from the dose series; inactive means the rest, 99 in 100 with activation fold below about 1.6; further: many of its hits are not listed in these tables
# Salmonella PhoP GFP: inhibitors of PhoP regulon expression, primary screen, Salmonella Typhimurium, GFP reporter (AID 1863). inhibition, % at 50 µM, or IC50 in µM where a hit was titrated. 300,000 compounds, 0.16% hits. S. Typhimurium PhoP-regulated promoter GFP reporter, 4 h; higher % means a stronger effect;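 active means inhibition over 29.93%, a cutoff 3 SD above the screen mean, later confirmed by dose response; inconclusive means inhibition over 29.93% but no dose response follow-up; inactive means inhibition at most 29.93% or unconfirmed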;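 further: 0% = low Mg2+ inducing control and 100% = high Mg2+ repressing control; strong numbers were not always called active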
# XIAP displacement: XIAP antagonists, biochemical, IAP family, fluorescence polarization (AID 1018) | displacement, % at 20 µM, or IC50 in µM where a hit was titrated | XIAP BIR domain, fluorescence polarization peptide displacement; higher % means a stronger effect | 200,000 compounds, 0.007% hits | E3 ubiquitin-protein ligase XIAP (Homo sapiens); in the data active means displacement above about 50%; further: a part of the inactive calls stands beside numbers as strong as those of hits
# SIAH1 antagonists: Siah-1 peptide-binding antagonists, primary screen, biochemical, fluorescence polarization, rhodamine-plectin, uHTS (AID 1817) | E3 ubiquitin-protein ligase SIAH1 (Homo sapiens) | Siah-1 / rhodamine-plectin peptide fluorescence polarization; higher % means a stronger effect | displacement, % at 20 µM, or IC50 in µM where a hit was titrated | 290,000 compounds, 0.02% hits;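 active means displacement of at least 50% at 20 µM, with a fluorescence ratio check between 0.3 and a set limit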;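 further: plate controls were Siah plus tracer with DMSO for no effect and tracer alone without Siah for full effect; strong numbers were not always called active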
# RSV CPE inhibition: RSV antiviral activity via CPE protection, HEp-2 cells, primary 10 µM value included (AID 2391); HEp-2 cells, RSV-induced CPE inhibition; higher % means a stronger effect; CPE inhibition, % at 10 µM, or IC50 in µM where a hit was titrated; 310,000 compounds, 0.13% hits; in the data active means a potency from the dose series; inconclusive means CPE inhibition mostly from about 23% at the one dose, without a potency; inactive means the rest, 99 in 100 with CPE inhibition below about 21%; further: strong numbers were not always called active
# WT yeast gro inh: growth inhibition of WT strain, primary screen, mitochondrial fusion inhibitor project, WT and mutant strains, chemical genetic; mitochondrial fusion phenotypic screen; 190,000 compounds, 2.1% hits; AID 1362, 2008; inhibition, % at 10 µM; in the data active means inhibition above about 58%; tested in S. cerevisiae
# human PMI inhibitors: human PMI inhibitors, high substrate, primary screen, biochemical, fluorescence intensity, high mannose 6-phosphate (AID 1220); recombinant PMI enzyme, coupled fluorescence intensity; higher % means a stronger effect; inhibition, % at 20 µM, or IC50 in µM where a hit was titrated; 190,000 compounds, 0.66% hits; Mannose-6-phosphate isomerase (Homo sapiens)
# Myeloid diff MLP: induction of myeloid progenitor differentiation, primary screen, cell-based, flow cytometry, MLPCN library; AID 624256, 2012; 360,000 compounds, 1% hits; ER-HoxA9 myeloid progenitors, lysozyme-GFP differentiation; calls only at 10 µM;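 active means normalized GFP-positive differentiation at or above the plate's own cutoff, the solvent-only control mean plus 3 SD; inconclusive means no clear call, values can overlap the other calls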;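 further: cells exposed to compound for four days before flow analysis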
# PMI inhibitors: inhibitors of human PMI, primary screen, biochemical, fluorescence intensity, coupled assay (AID 1209). purified PMI enzyme, coupled fluorescence intensity; higher % means a stronger effect. one-dose inhibition, % at 20 µM; IC50 in µM for titrated hits. 190,000 compounds, 0.42% hits;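 further: plate controls were DMSO vehicle for no effect and wells lacking substrate for full effect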
# WT yeast gro inh mutant strain: also measured in WT yeast gro inh; calls as there; inhibition, %; mitochondrial fusion phenotypic screen, mutant strain inhibition
# Myeloid diff MLP GFP+ MAC1+ %: recorded beside Myeloid diff MLP, whose call it bears; GFP+ MAC1+ double positive, %; measured here: differentiation confirmed by MAC1 staining
# Numbers without * were called inactive; i = inactive; u = inconclusive; x = no result given. Unless noted, no stated cut-off is given here; in the data, active means inhibition above about 50%; inactive means the rest.
# Sample of the layout (two entries):
SMILES,TNAP activators,Salmonella PhoP GFP,XIAP displacement,SIAH1 antagonists,RSV CPE inhibition,WT yeast gro inh,WT yeast gro inh mutant strain,human PMI inhibitors,Myeloid diff MLP,Myeloid diff MLP GFP+ MAC1+ %,PMI inhibitors
CC1(C)Cc2c(C#N)c(NCCCO)nc(-c3ccccc3)c2CO1,1.1,4%,-11%,0%,0.8%,-4,-3,5%,i,1.8,4%
CC(C)C(=O)OCC(=O)Nc1ccc2c(c1)CCC2,1.1,-4%,-1.8%,-4%,1.7%,15,20,-7%,i,1.0,-6%

# Results (from the top)
SMILES,TNAP activators,Salmonella PhoP GFP,XIAP displacement,SIAH1 antagonists,RSV CPE inhibition,WT yeast gro inh,WT yeast gro inh mutant strain,human PMI inhibitors,Myeloid diff MLP,Myeloid diff MLP GFP+ MAC1+ %,PMI inhibitors
CC1(C)Cc2c(C#N)c(NCCCO)nc(-c3ccccc3)c2CO1,1.1,4%,-11%,0%,0.8%,-4,-3,5%,i,1.8,4%
CC(C)C(=O)OCC(=O)Nc1ccc2c(c1)CCC2,1.1,-4%,-1.8%,-4%,1.7%,15,20,-7%,i,1.0,-6%
CCOC(=O)C1CCCN(c2c(NCC3CCCN3CC)c(=O)c2=O)C1 (stereo unspecified),0.9,12%,-3.5%,0%,1.0%,-3,-3,-5%,i,3.8,0%
Cc1cccc(C(=O)Nc2cccc(C(=O)N/N=C/c3ccccn3)c2)c1,x,4%,x,-2%,3.6%,x,x,x,i,1.2,x
Cc1ccc(N2CN(S(=O)(=O)c3cccc([N+](=O)[O-])c3)c3nc4ccccc4nc32)cc1,x,5%,x,-6%,3.0%,x,x,x,i,3.0,x
CCN(CC)CCCNC(=O)C1CCN(C(=O)c2oc3cc4sc(N(C)C)nc4cc3c2C)CC1,x,-7%,x,0%,-0.2%,x,x,x,i,1.4,x
CCC(C(=O)N1CCc2ccccc2C1)n1nc(C)n2c(cc3occc32)c1=O (stereo unspecified),1.1,-13%,-0.3%,0%,2.9%,18,8,-2%,i,1.3,4%
COc1ccccc1CC(=O)Nc1ccc(Cl)cc1C(=O)O,1.1,3%,-1.4%,4%,0.1%,-17,-12,-4%,i,0.0,-6%
CC(C)CCn1c(Oc2ccccc2Cl)nc2c1c(=O)n(C)c(=O)n2C,1,6%,-7.0%,1%,6.3%,-3,4,-14%,i,0.2,-10%
CCc1cccc(NC(=O)Cn2c(=O)oc3cc(S(=O)(=O)N4CCOCC4)ccc32)c1,1,6%,-7.0%,-4%,0.6%,6,2,-12%,i,2.4,-8%
COc1ccc(NC(=O)COC(=O)c2c3c(nc4ccccc24)CCCC3)cc1,0.9,-4%,-7.0%,-1%,11%,8,19,-8%,i,2.2,-3%
COc1ccc(NS(=O)(=O)c2ccc(NC(=O)CCNS(=O)(=O)c3ccc(C)cc3)cc2)cc1,1,4%,-7.1%,3%,4.0%,5,-14,12%,i,1.5,15%
O=C(NCc1nc2ccccc2[nH]1)c1ccc([N+](=O)[O-])cc1,1.1,-7%,-2.0%,7%,2.6%,-1,-5,2%,i,1.0,-6%
Cc1ccc(N/C=C/c2onc(C)c2[N+](=O)[O-])cc1,x,-4%,x,0%,-0.4%,x,x,x,i,0.7,x
CN(C)CCN(Cc1ccccc1)S(=O)(=O)c1ccc2c(c1)n(C)c(=O)c(=O)n2C,x,1%,x,-1%,-0.4%,x,x,x,i,0.4,x
COc1ccc(C(CC(=O)O)N2Cc3ccccc3C2=O)cc1 (stereo unspecified),x,5%,x,-4%,2.8%,x,x,x,i,0.4,x
CCN(CCn1cccn1)C(=O)c1cc(COc2ccc(F)cc2Cl)on1,1,0%,-5.0%,0%,3.0%,-8,13,-5%,i,0.6,4%
CCOc1ccc(Nc2oc(-c3cccc(Cl)c3)nc2C#N)cc1,1,-2%,-12%,3%,2.6%,-19,-3,-2%,i,0.9,2%
Fc1ccc(C2=NN(c3ccccc3)C(c3ccco3)C2)cc1 (stereo unspecified),1.3,x,0.4%,-7%,0.5%,50,24,-17%,i,0.1,-36%
O=C(Nc1ccc(OC(=O)c2ccccc2)c(-c2nc3ccccc3s2)c1)c1ccccc1,1.1,19%,-5.5%,2%,4.6%,25,-10,-3%,i,0.7,0%
O=C(CN1c2ccccc2S(=O)(=O)c2ccccc21)NCc1ccccc1,x,1%,x,3%,2.6%,x,x,x,i,3.2,x
CCOC(=O)c1c(CN(C)C)n(C)c2ccc(OC(C)=O)cc12,1.1,6%,1.6%,1%,1.0%,3,2,1%,i,0.6,1%
CN(C)c1ccc(C(CNC(=O)c2cccs2)N(C)C)cc1 (stereo unspecified),x,-2%,x,12%,1.5%,x,x,x,i,0.0,x
Cc1cccc(OCc2nnc(SCC(=O)Nc3ccc(C)c(C)c3)o2)c1,1.1,-5%,-13%,11%,2.5%,-4,-9,18%,i,2.6,1%
CCOc1ccc(-n2ccc(=O)c(C(=O)Nc3ccc(S(=O)(=O)N4CCOCC4)cc3)n2)cc1,x,-2%,x,4%,3.8%,x,x,x,i,0.7,x
# Other structures follow.
SMILES,TNAP activators,Salmonella PhoP GFP,XIAP displacement,SIAH1 antagonists,RSV CPE inhibition,WT yeast gro inh,WT yeast gro inh mutant strain,human PMI inhibitors,Myeloid diff MLP,Myeloid diff MLP GFP+ MAC1+ %,PMI inhibitors
CCC(CC)COC(=O)C1=C(C)NC(=O)NC1c1ccc(N(C)C)cc1 (stereo unspecified),x,3%,x,0%,3.2%,x,x,x,i,1.1,x
O=C(O)c1cc(Cl)ccc1-c1ccc(/C=C/c2cc(C(F)(F)F)[nH]c(=O)n2)o1,1,x,-6.1%,0%,-0.5%,-11,-7,16%,i,0.4,-11%
COc1ccccc1CCc1nnc(CCC(=O)NC(C)Cc2cccs2)o1 (stereo unspecified),1,-7%,-5.4%,4%,2.4%,1,1,x,i,0.1,x
COc1cccc(C2NC(=O)CCC2[N+](=O)[O-])c1OC (stereo unspecified),x,2%,x,-2%,1.4%,x,x,x,i,0.5,x
CCn1ccnc1CN(C)Cc1nc(-c2ccc3c(c2)OCO3)no1,1,2%,-7.5%,-2%,-0.8%,3,6,4%,i,1.0,12%
C=CCN1CCN(C(c2cc(OC)ccc2OC)c2nnnn2CC2CCCO2)CC1 (stereo unspecified),1.1,-8%,-9.6%,-2%,0.6%,13,11,-25%,i,0.3,-28%
C=CCn1c(C2CC2)n[nH]c1=S,1.1,-1%,-2.6%,2%,-0.9%,-6,10,-8%,i,0.1,-11%
Cc1ccn2c(=O)c(C(=O)O)cnc2c1,x,-6%,x,-2%,1.0%,x,x,x,i,0.8,x
CCN(CC(=O)NCc1ccc(Cl)cc1)C(=O)NCc1ccc(Cl)cc1,x,-4%,x,3%,1.9%,x,x,x,i,3.0,x
Cc1cccc(NC(=O)c2cc(-c3ccc(C)s3)nc3ccccc23)n1,1.1,-3%,-2.9%,0%,u,50,27,18%,i,0.2,11%
C=CCn1c(Cc2csc(N)n2)nnc1SCC(=O)Nc1ccc(C(=O)OCC)cc1,1.1,2%,-2.9%,-3%,-1.1%,14,67,13%,i,6.1,12%
Cc1ccc(CSc2nc3[nH]ncc3c(=O)[nH]2)cc1,1.3,-2%,-4.2%,0%,1.3%,-2,-8,17%,i,1.1,15%
COc1ccc(CNC(=O)CCNS(=O)(=O)c2ccc(Br)s2)cc1,x,-9%,x,-5%,0.0%,x,x,x,i,0.0,x
COc1cccc(-c2nnc(SCC(=O)N3CCCC3=O)n2-c2ccccc2)c1,1,10%,-5.3%,-3%,-0.7%,10,1,0%,i,0.7,0%
O=C(Nc1ccon1)c1cccc(Cl)c1,1.1,8%,0.2%,-3%,2.5%,7,2,-2%,i,5.4,2%
CC(C)CNC(=O)C1c2ccccc2Oc2ccccc21,1,0%,-1.8%,-1%,3.5%,-3,2,10%,i,0.7,12%
COC(=O)c1ccc(NC(=O)C2CC(=O)N(c3ccc(C)cc3)C2)cc1 (stereo unspecified),1.1,-5%,-7.7%,10%,1.6%,4,-5,6%,i,0.2,2%
COc1ccc(NC(=O)C2CC(c3ccc(Cl)cc3)=NO2)cc1 (stereo unspecified),x,6%,x,-4%,0.9%,x,x,x,i,1.0,x
Cn1ccnc1SCC(=O)c1ccc(C#N)cc1,x,3%,x,10%,2.2%,x,x,x,i,1.5,x
CN(C)S(=O)(=O)N1CCC(n2nccc2NC(=O)CCCc2ccccc2)CC1,x,2%,x,2%,2.6%,x,x,x,i,5.7,x
O=C(NCCN1CCOCC1)c1ccc2c(c1)N(Cc1ccc(Cl)cc1)CCS2,x,-9%,x,-6%,-2.0%,x,x,x,i,0.2,x
Nc1nnnn1/N=C/c1ccccc1OCc1ccccc1,1.1,-5%,-5.7%,17%,1.9%,-21,-17,5%,i,0.1,3%
O=C(NC(=S)Nc1ccc(Br)cc1)C1CCCCC1,x,-3%,x,-1%,0.7%,x,x,x,i,0.3,x
O=C(CSc1nnc(-c2ccc(S(=O)(=O)N3CCCC3)cc2)n1CC1CCCO1)NC1CC1 (stereo unspecified),1,15%,-2.3%,0%,0.3%,-8,0,4%,i,0.5,5%
O=S(=O)(NC1CCCCC1N1CCN(c2cccc(Cl)c2)CC1)c1ccccc1 (stereo unspecified),x,-6%,x,-1%,15%,x,x,x,i,0.7,x
# Additional compounds follow:
SMILES,TNAP activators,Salmonella PhoP GFP,XIAP displacement,SIAH1 antagonists,RSV CPE inhibition,WT yeast gro inh,WT yeast gro inh mutant strain,human PMI inhibitors,Myeloid diff MLP,Myeloid diff MLP GFP+ MAC1+ %,PMI inhibitors
Cc1ncc(C23CC4CC(CC(C4)C2)C3)[nH]1,1.3,36%,-3.8%,3%,-0.3%,-7,10,-2%,i,10,0%
COC(=O)c1cn(-c2cccc(C)n2)cn1,1.1,-7%,-5.4%,-2%,-0.2%,2,3,-2%,i,0.2,-5%
COc1ccc(OC)c(C2=NOC(C(=O)Nc3cccnc3)C2)c1 (stereo unspecified),1.1,2%,-2.4%,-6%,-0.1%,10,-5,5%,i,5.0,9%
Cc1ccc2[nH]c(CSc3ccccc3)cc(=O)c2c1,x,-4%,x,-2%,19%,x,x,x,i,0.5,x
CCn1cc(C(=O)NC(C)C)c(=O)c2cc(F)c(N3CCN(C(=O)c4ccco4)CC3)cc21,x,4%,x,7%,-0.5%,x,x,x,i,2.8,x
COc1ccc([N+](=O)[O-])cc1NC(=O)c1ccc(-n2nc(C)cc2C)cc1,1.1,-6%,-6.1%,14%,7.9%,-14,-17,31%,i,0.5,8%
O=C1CN(C(=O)COC(=O)CNS(=O)(=O)/C=C/c2ccccc2)c2ccccc2N1,1.1,2%,-6.4%,0%,-1.0%,4,5,11%,i,0.1,11%
COc1cc(NC(=S)NCCCO)c(OC)cc1Cl,1.1,1%,-4.4%,6%,-0.2%,-3,10,8%,i,0.3,2%
CC(C)(NS(=O)(=O)OCC(Cl)(Cl)Cl)c1ccccc1,x,-1%,x,0%,-0.2%,x,x,x,i,1.7,x

# Compounds were not picked by outcome. About 3.1% of those tested had a hit in this group.
